Hsp70 displacement: small molecules displacing fluorescent ligand from Hsp70 – biochemical, fluorescence polarization, primary screen (AID 583); Hsp70 fluorescence polarization probe displacement, mP; higher % means a stronger effect; displacement, % at 20 µM, or IC50 in µM where a hit was titrated; 140,000 tested, 0.06% active; in the data active = displacement above about 50%;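 note: plate controls were vehicle for no effect and reference ligand for full effect; a part of the inactive calls stands beside numbers as strong as those of hits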
Rat MKP-3 inhibitors: MKP-3 phosphatase inhibitors, primary screen, biochemical, rat enzyme, in vitro (AID 425) | recombinant MKP-3 phosphatase activity, fluorescence; higher % means a stronger effect | one-dose inhibition, % at 20 µM; IC50 in µM for titrated hits | 110,000 tested, 0.17% active; in the data active = inhibition above about 50%;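 note: plate controls were vehicle for no effect and reference inhibitor for full effect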
* hit, by the source's call; . = not tested or not shown; & = joins results of further samples. These rows are one share of the data. The share of hits here may be higher or lower than overall.

Start of the listing, in advance (six entries):
Screens in order – Hsp70 displacement	Rat MKP-3 inhibitors
CCOC(=O)N1CCN(c2c(N3CCN(c4ccccn4)CC3)c(=O)c2=O)CC1
    4.2%	0%
COc1cc(OC)cc(C(=O)Nc2cccc(-c3nc4ccccc4[nH]3)c2)c1
    -3.0%	2%
COC(=O)c1ccc(Cl)c(NS(=O)(=O)c2ccc3c(c2)OCCO3)c1
    7.6%	-8%
Cc1cc(=O)n2nc(N3CCCC(C(=O)NCc4ccc5c(c4)OCO5)C3)sc2n1 (configuration not stated)
    -3.0%	-2%
N/C(Cc1ccc(Cl)cc1)=N\OC(=O)c1cccc2ccccc12
    1.4%	.
CCCN1C(=O)/C(=C2\SC(N)=NC2=O)c2ccccc21
    -5.0%	2%

Main list, repeating the preview:
Screens in order – Hsp70 displacement	Rat MKP-3 inhibitors
CCOC(=O)N1CCN(c2c(N3CCN(c4ccccn4)CC3)c(=O)c2=O)CC1
    4.2%	0%
COc1cc(OC)cc(C(=O)Nc2cccc(-c3nc4ccccc4[nH]3)c2)c1
    -3.0%	2%
COC(=O)c1ccc(Cl)c(NS(=O)(=O)c2ccc3c(c2)OCCO3)c1
    7.6%	-8%
Cc1cc(=O)n2nc(N3CCCC(C(=O)NCc4ccc5c(c4)OCO5)C3)sc2n1 (configuration not stated)
    -3.0%	-2%
N/C(Cc1ccc(Cl)cc1)=N\OC(=O)c1cccc2ccccc12
    1.4%	.
CCCN1C(=O)/C(=C2\SC(N)=NC2=O)c2ccccc21
    -5.0%	2%
CN(C)c1ccc(C(=O)c2ccc(N(C)C)c(N)c2)cc1N
    3.4%	-5%
C/C(=N\NS(=O)(=O)c1ccccc1)c1cccc(Br)c1
    -167%	1%
CN(C)S(=O)(=O)c1ccc(C(=O)Nc2ccc(CCC(=O)N3CCCC3)cc2)cc1
    0.6%	-5%
COC(=O)c1[nH]c2ccc(Cl)cc2c1NC(=O)CCN1CCN(C2CCCCC2)CC1
    5.0%	-12%
COc1ccc(F)cc1S(=O)(=O)Nc1ccc2c(c1)OCCO2
    .	-10%
CCCCOc1ccc(C(=O)O)cc1
    -5.9%	-1%
CCCN1CCN(C(=O)CCCn2c(C)c3cnn(-c4ccccc4)c(=O)c3c2C)CC1
    0.2%	-1%
CCCN(CCC)S(=O)(=O)c1ccc(NC(=O)C2CCCO2)cc1 (configuration not stated)
    3.5%	.
Cc1ccc(C2Nc3ccccc3NC3=C2C(=O)CC(c2ccc(Cl)cc2)C3)cc1 (configuration not stated)
    -4.5%	5%
CC(=O)NCCc1cc2ccc(C)cc2[nH]c1=O
    4.7%	7%
CCC(=O)Nc1nnc(COc2ccccc2)s1
    1.8%	0%
CC(=O)/C(CN1CCCCC1)=N\O
    -5.4%	2%
O=[N+]([O-])c1ccc(-c2nnc(-c3ccc(Br)o3)o2)c(Cl)c1
    0.7%	2%
COc1ccc(N(CC(=O)NCc2ccc(C)cc2)S(=O)(=O)c2ccc(OC)c(OC)c2)cc1
    -2.5%	4%

Some values from the results shown.
Result for COc1ccc(F)cc1S(=O)(=O)Nc1ccc2c(c1)OCCO2 in Rat MKP-3 inhibitors: -10%
Result for CCCCOc1ccc(C(=O)O)cc1 in Rat MKP-3 inhibitors: -1%

The list continues.
Screens in order – Hsp70 displacement	Rat MKP-3 inhibitors
CCC(CC)C(=O)Nc1cccc(C(=O)N2CCCC2)c1
    4.4%	-8%
Cc1occc1C(=O)Nc1ccccc1C(=O)O
    0.9%&-1.8%	-5%&0%
Cc1ccc(-c2nnc(SCC(=O)N3CCCC3)o2)cc1
    3.0%	1%
CCCNC1=C(C)C(=O)CC1
    12%	0%
CCOc1ccc(N(CC(=O)Nc2ccccc2C(=O)NCc2ccco2)S(C)(=O)=O)cc1
    -3.0%	.
O=S(=O)(Nc1ccccc1F)c1ccc2nsnc2c1
    -0.8%	-8%
CCN(CC)CCNc1nc2c(c(=O)n(C)c(=O)n2C)n1C/C=C(/C)Cl
    -1.4%	-13%
N#Cc1c(SCC(=O)c2cccs2)nc2c(c1-c1ccncc1)CCCC2
    2.9%	2%
O=C(NCCc1ccccc1)c1ccc(C#Cc2ccccc2)cc1
    2.5%	2%
Cc1cnn(C(=S)NCc2ccc(Cl)cc2)c1
    2.2%	-10%
CCC(=O)Nc1cc(-c2nn(C)c(=O)c3ccccc23)ccc1N1CCOCC1
    -0.6%	.
Cc1cc(Cc2ccc(NC(=O)Nc3ccccc3)c(C)c2)ccc1NC(=O)Nc1ccccc1
    4.6%	0%
COc1ccc(OCC(=O)NCCc2ccc(OC)c(OC)c2)cc1
    3.5%	-1%
O=C(NCC(c1cccnc1)N1CCN(c2ccc(F)cc2)CC1)C1CCCCC1 (configuration not stated)
    0.6%	9%
Cc1[nH]nc(-c2ccccc2)c1Sc1ccccc1
    4.1%	7%
COc1cc(S(=O)(=O)N2CCC(C)CC2)c(OC)cc1Cl
    3.9%	2%
O=C(CCS(=O)(=O)c1ccccc1)Nc1nc2c(s1)COc1ccccc1-2
    4.7%	-1%
COc1ccc(C(=O)Nc2nnc(Cc3cccs3)s2)cc1OC
    -2.6%	6%
CCCC(=O)NC(Nc1ccc(S(=O)(=O)Nc2cc(C)on2)cc1)(C(=O)OCC)C(F)(F)F (configuration not stated)
    -2.1%	3%
Cc1cc(C(=O)NCC2CCCO2)n(-c2ccccc2)n1 (configuration not stated)
    1.0%	-7%
CC1CCc2c(C(=O)N3CCN(S(=O)(=O)c4cccs4)CC3)csc2C1 (configuration not stated)
    2.5%	7%
CC(OC(=O)CN(C)S(=O)(=O)c1ccc(Cl)cc1)C(=O)Nc1ccc(N2CCOCC2)cc1 (configuration not stated)
    -6.2%	0%
S=c1[nH]nc(-c2cc(-c3ccco3)[nH]n2)n1-c1ccccc1Cl
    8.8%	.
CCC(CC)C(=O)Nc1ccccc1NC(C)=O
    6.4%	-7%
O=[N+]([O-])c1ccc(S(=O)(=O)N2CCN(c3ccccn3)CC2)cc1
    -3.2%	5%
O=C(Nc1nccs1)c1csc2c1CCCC2
    -0.5%	.
CCOC(=O)c1c(N2C(=O)C3CC(C)=C(C)CC3C2=O)sc2c1CCCC2 (configuration not stated)
    1.2%	2%
O=C(Nc1ccccc1[N+](=O)[O-])c1ccc(=O)oc1
    8.2%	2%
O=S(=O)(Cc1nc2ccccc2s1)c1ccccc1
    -4.2%	6%
CCOc1ccc2nc(NCCCNS(=O)(=O)c3ccccc3)c(C#N)cc2c1
    -3.2%	8%
CC1CCN(c2ccc(NC(=O)c3ccc(Cl)cc3)cc2)CC1
    -6.7%	5%
CN(C)C1(c2cccs2)CS(=O)(=O)C1
    23%	24%
O=c1[nH]nc(CSCc2ccccc2Cl)[nH]1
    -1.1%	-2%
O=C(NCCc1c[nH]c2ccccc12)Nc1ccccc1
    2.3%	.
Cc1cc(C)nc(N2CCC(C(=O)Nc3ccc4c(c3)OCO4)CC2)n1
    4.6%	-6%
c1ccc(-c2nnc(CN3CCC4(CC3)OCCO4)o2)cc1
    8.6%	0%
Cc1cccc(Nc2nc(N)nc(CSc3nccn3C)n2)c1
    -1.0%	.
O=c1nc2n(c3ccccc13)Cc1ccccc1-2
    6.3%	-15%
COc1cccc(-n2c(O)c(C=Nc3ccccc3F)c(=O)[nH]c2=O)c1
    -4.9%	-1%
COc1ccc(NC(=O)c2cnc(C)cn2)c2ncccc12
    -3.7%	-1%
Cc1cc(=O)[nH]c(SCc2cccc(Oc3ccccc3)c2)n1
    1.3%&1.3%	0%&2%
CCOC(=O)c1cc(C(C)=O)c(=O)n(C)c1N
    0.1%	4%
Cc1cccc(-c2nc(CN3CCCC(C(=O)NC4CCCCC4)C3)c(C)o2)c1 (configuration not stated)
    -0.4%	4%
Cc1nn(-c2ccccc2C(=O)O)c(C)c1Oc1ccccc1O
    -5.9%	1%
CCCCn1c(/N=C/c2ccc(C)cc2O)nc2ccccc21
    1.5%	0%
CSc1ccccc1NC(=O)c1nn2c(c1Br)NC(c1ccccc1)CC2C(F)(F)F (configuration not stated)
    2.0%	-3%
O=C(Nc1nccs1)c1ccc(CSc2nnnn2-c2ccccc2)cc1
    4.2%	-7%
O=c1oc2ccccc2cc1NCc1ccccc1O
    -0.2%	-8%
O=C(/C=C/c1ccccc1)Oc1ccc(C(=S)N2CCOCC2)cc1
    1.8%	2%
Cc1cccc2sc(NC(=O)c3cccc([N+](=O)[O-])c3)nc12
    -1.1%	3%
CC(=O)N1CCC(C(=O)c2ccc(Cl)cc2)CC1
    9.6%	.
COc1ccc(OC)c(-n2c(CNC3CCN(Cc4ccccc4)CC3)nc3ccccc3c2=O)c1
    13%	.
CC1=NC(C(F)(F)F)(C(F)(F)F)C(C#N)=C(C)N1
    -6.1%	-6%
O=C(Nc1nncs1)C(Sc1ccccc1)c1ccccc1 (configuration not stated)
    1.2%	-2%
CCOc1ccccc1Nc1ncnc2c1cnn2-c1ccccc1
    25%	-1%
Clc1cccc(C=NN2CCN(Cc3ccccc3Cl)CC2)c1
    -2.8%	3%
CCCCCCC(=O)Nc1cc2c(C)cc(=O)oc2cc1C
    1.2%	.
CCC(=O)N1CCN(c2cc(N3CCOCC3)c(F)cc2[N+](=O)[O-])CC1
    -1.2%	3%
CCCOC(=O)c1ccc(NC(=O)C(C)Oc2ccccc2)cc1 (configuration not stated)
    -2.5%	0%
COC(=O)Cc1ccc(NC(=O)c2cccs2)cc1
    -1.9%	-2%

Going on with the list:
Screens in order – Hsp70 displacement	Rat MKP-3 inhibitors
Cc1ccc(CNC(=O)C2CCCN(S(=O)(=O)c3cnc[nH]3)C2)cc1 (configuration not stated)
    -0.7%	-5%
COc1ccc(C(=O)C(CN2CCOCC2)c2ccccc2)cc1 (configuration not stated)
    -6.2%	.
O=C(O)c1ccccc1N1C(=O)c2ccc(Oc3ccc([N+](=O)[O-])cc3)cc2C1=O
    1.5%	-1%
Cc1ccc2c(c1)c1c3n2CCN(C(=O)c2ccccc2Cl)C3CCC1 (configuration not stated)
    -3.1%	-3%
Cc1cc(C(=O)Nc2nnc(C3CCCCC3)s2)no1
    -1.2%	-4%
CCCCOc1ccc(N2C(=O)c3ccc4c5c(ccc(c35)C2=O)CC4)cc1
    -2.3%	5%
CCOC(=O)C(C)Oc1ccc(=O)n(-c2ccccc2)n1 (configuration not stated)
    1.4%	-8%
NC(=O)c1ccccc1NC(=O)Cc1ccc([N+](=O)[O-])cc1
    -2.6%	0%
COc1ccc(CCNC(=O)CCn2cccc2)cc1OC
    0.1%	-6%
O=C(Nc1nnc(-c2ccccc2)s1)c1cc(S(=O)(=O)N2CCOCC2)c(Cl)cc1Cl
    1.6%	.
O=C(C1CC2CCC1C2)N1CCN(c2ccc([N+](=O)[O-])cc2)CC1 (configuration not stated)
    -5.7%	-1%
Cc1[nH]c2ccc(F)cc2c(=O)c1SC(F)(F)C(F)C(F)(F)F (configuration not stated)
    8.5%	-6%
COc1ccc2[nH]c(C(=O)O)c(NS(=O)(=O)c3ccc(Cl)s3)c2c1
    -4.8%	-8%
O=C(CCc1ccccc1O)N/N=C/c1cc([N+](=O)[O-])ccc1N1CCOCC1
    -0.9%	2%
CC(C)OC(=O)C1C2C=CC3(CN(CC4CCCO4)C(=O)C13)O2 (configuration not stated)
    2.0%	.
COc1ccc(S(=O)(=O)Nc2ccccc2C(=O)NCc2ccco2)cc1
    -2.1%	-12%
OCC(C#CCN1CCCCC1)NCc1ccccc1 (configuration not stated)
    -5.2%	-18%
COc1ccc(OC)c(Nc2ncnc3c2cnn3-c2cccc(C)c2)c1
    0.6%	.
COc1ccc(NC(=O)N2CCC(n3nnc4cc(C)ccc43)CC2)cc1
    -1.8%	.
CC(C)c1ccc(Nc2cnn(C34CC5CC(CC(CC(=O)O)(C5)C3)C4)c(=O)c2Cl)cc1
    1.9%	.
Cc1c(-c2cccs2)nc2ccccc2c1C(=O)O
    4.1%	3%
O=C(Nc1ccc(I)cc1Cl)c1ccc(-c2ccccc2)cc1
    -1.5%	2%
CCOC(=O)Nc1ccc2c(c1)N(C(=O)C(C)N1CCCC1)c1ccccc1CC2 (configuration not stated)
    -3.1%	.
CCOC(=O)Cn1nnnc1C(C(C)C)N(Cc1cccs1)Cc1cc2cc(C)ccc2[nH]c1=O (configuration not stated)
    7.1%	.
O=C(CN(c1ccccc1F)S(=O)(=O)c1ccccc1)NC1CCCCCC1
    -5.2%	.
COc1ccc(/C(O)=C2/C(=O)C(=O)N(CCCCCC(=O)O)C2c2ccc(Cl)cc2)cc1 (configuration not stated)
    2.7%	-1%
O=C(Nc1ccc(Cl)cc1)Nc1ccccc1C(=O)O
    0.2%	-1%
Cn1c(NC(=O)c2ccc3c(c2)OCO3)cc(=O)n(C)c1=O
    2.5%&1.8%	-3%&4%
COc1ccc(-n2c3c(cc(C(=O)NC4CCSC4=O)c2=O)C(=O)CC(C)(C)C3)cc1 (configuration not stated)
    2.6%	-3%
Cc1cc(=O)[nH]c(N/N=C/c2ccccc2Cl)n1
    1.6%	-1%
O=C(/C=C/c1ccc(-c2ccccc2)o1)c1ccc(F)cc1
    1.1%	3%
COc1cc(OC)cc(C(=O)N2CCC(N3CCCCCC3)CC2)c1
    1.9%	3%
CCC(=O)N[C@@H]1CC(C(C)(C)NC(=O)CC)CC=C1C (some centres not stated)
    1.3%	-1%
CCOc1ccc(C(=O)NC2CCN(C(=O)NCc3ccccc3)CC2)cc1
    0.5%	-4%
Cc1onc(-c2ccccc2)c1C(=O)Nc1ccc(S(=O)(=O)N2CCCCC2)cc1
    -5.1%	1%

Compound activity as filed in PubChem BioAssay.
